From PubChem BioAssay
IDH1 R132H inh: human IDH1 R132H inhibition | Potency, µM (doses to about 76.6 µM), inactives show top-dose activity change, negative = inhibition, usual class: inhibitors | hit rate 0.093% among 390,000 | O75874 | IDH1-R132H enzyme, NADPH consumption, diaphorase/resazurin fluorescence; further: potency means the concentration at half of the fitted maximal effect; on the % scale 0 is the no-effect control and ±100 the full control effect; nearly all actives have a fitted effect of over 65% in size
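IDH1-R132H (0.5 ug/mL dispensed) in pH 7.5 Tris buffer was preincubated 30 min with compound, then given a substrate mix of 0.016 mM NADPH and 2 mM alpha-KG for 80 min at room temperature; remaining NADPH was read by diaphorase/resazurin fluorescence.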
D2 ag: agonists of human D2 dopamine receptor. P14416. HEK293 T-REx D2 cells, calcium flux agonist mode. activation, % at 2 µM. hit rate 0.53% among 340,000;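 active means activation over 3 SD above normal in the single-dose calcium agonist read, cut at about 30% in these data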; further: 0% is about no effect
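Agonism is scored from calcium flux in a force-coupled, inducible HEK293 cell line expressing D2, read kinetically for 180 s after compound addition against dopamine controls.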
TrxR1 inh: rat TrxR1 inhibition; O89049; recombinant rTrxR1, NADPH fluorescence consumption, selenite substrate; Potency, µM (top dose mostly 114 µM), inactives show at the highest dose activity change, negative = inhibition, usual class: inhibitors; hit rate 1% among 390,000; AID 588453; further: potency means the concentration at half of the fitted maximal effect; on the % scale 0 is the no-effect control and ±100 the full control effect; nearly all actives have a fitted effect of over 65% in size
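Rat TrxR1 (90 nM in the dispensed reagent) was pre-reduced with 400 uM NADPH for 5 min at room temperature, then incubated with compound for 15 min. After 400 uM selenite was added, NADPH fluorescence (Ex 340/Em 450 nm) was followed for 8 min.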
TRHR agonist: agonists of human TRH receptor; P34981; TRHR cells, calcium flux fluo-8, FDSS agonist mode; activation, % at 2 µM; hit rate 0.18% among 360,000; AID 493084; in the data active means activation above about 30%; further: 0% is about no effect
Target sequence (P34981 whole entry, looked up): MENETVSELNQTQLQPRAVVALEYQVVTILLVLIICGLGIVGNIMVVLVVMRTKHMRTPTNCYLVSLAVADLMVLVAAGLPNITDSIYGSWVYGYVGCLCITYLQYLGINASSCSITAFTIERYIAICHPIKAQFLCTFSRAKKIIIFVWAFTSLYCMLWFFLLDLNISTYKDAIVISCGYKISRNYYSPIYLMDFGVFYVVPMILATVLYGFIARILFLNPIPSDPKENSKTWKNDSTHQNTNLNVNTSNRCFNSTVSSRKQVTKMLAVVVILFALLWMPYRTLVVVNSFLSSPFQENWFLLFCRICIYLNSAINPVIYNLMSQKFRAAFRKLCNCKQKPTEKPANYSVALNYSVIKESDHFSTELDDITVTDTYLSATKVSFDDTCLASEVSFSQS
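TRHR-expressing cells, plated overnight in medium with 10% serum, were loaded with fluo-8 calcium dye at room temperature. After a 10 s baseline, library compound was pin-added and calcium release was recorded kinetically (ex 480/em 530) as agonist response.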
TRHR PAM: TRH receptor (human) allosteric enhancement. P34981. TRHR cells, fluo-8 calcium fluorescence, EC20 TRH enhancement. enhancement, % at 2 µM. hit rate 0.66% among 360,000. AID 493056; in the data active means enhancement above about 30%; further: 0% is about no effect
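TRHR-expressing cells loaded with fluo-8 calcium dye were read kinetically (ex 480/em 530) during compound addition, then stimulated with an EC20 of TRH (10 nM final). Enhancement of the Gq-mediated intracellular calcium response was scored.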
TrxR1 substrate: rat thioredoxin reductase 1 substrate activity; purified TrxR1 substrate turnover, NADPH consumption readout; hit rate 0.01% among 390,000; Potency, µM (series often up to 114 µM), for inactives: at the top dose activity change, negative = substrate turnover; AID 588456; further: potency means the concentration at half of the fitted maximal effect; on the % scale 0 is the no-effect control and ±100 the full control effect; nearly all actives have a fitted effect of over 50% in size
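Rat TrxR1, dispensed at 90 nM, was prereduced with 400 uM NADPH (final) for 5 min at ~22 deg C, then incubated with compound 15 min before 400 uM selenite. A first-read NADPH fluorescence drop versus no-compound background flagged substrates.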
D2 antag: antagonizes the human D2 dopamine receptor | P14416 | AID 485344 | HEK293 TREx D2 cells, calcium flux, dopamine EC80 | inhibition, % at 10 µM | hit rate 2% among 340,000; in the data active means inhibition above about 30%; further: 0% is about no effect
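Measurement of antagonist activity uses fluorescent calcium dye in inducible HEK293 T-REx D2 cells: 10 s baseline, compound addition with 180 s read, EC80 dopamine addition with a further 180 s read.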
USP1-UAF1 inh: blocks the human USP1/UAF1 deubiquitinase complex. O94782. recombinant USP1/UAF1, Ub-Rhodamine cleavage fluorescence. Potency, µM (series often up to 57.1 µM), without a hit: at the highest dose activity change, negative = inhibition, usual class: inhibitors. hit rate 0.23% among 390,000. AID 743255; further: potency means the concentration at half of the fitted maximal effect; on the % scale 0 is the no-effect control and ±100 the full control effect; nearly all actives have a fitted effect of over 60% in size; inactives centre near -12
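USP1/UAF1 complex at 1 nM was preincubated with compound for 15 min at room temperature, then Ub-Rho substrate (150nM final) was added. Fluorescence (480/540 nm) was read kinetically, 6 reads every 60 seconds.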
PI4K2A block: inhibitors of human PI4K2A; hit rate 0.13% among 420,000; activity change, negative = inhibition, % at 76.9 µM; purified PI4K2A, ADP-Glo luminescence, 1 h; hits give low values; Q9BTU6; AID 1346378; in the data active means activity change below about -50%; inconclusive means mostly about -30% to -49%;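 further: -100% = wells without enzyme as full effect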
Target sequence (Q9BTU6 whole entry, looked up): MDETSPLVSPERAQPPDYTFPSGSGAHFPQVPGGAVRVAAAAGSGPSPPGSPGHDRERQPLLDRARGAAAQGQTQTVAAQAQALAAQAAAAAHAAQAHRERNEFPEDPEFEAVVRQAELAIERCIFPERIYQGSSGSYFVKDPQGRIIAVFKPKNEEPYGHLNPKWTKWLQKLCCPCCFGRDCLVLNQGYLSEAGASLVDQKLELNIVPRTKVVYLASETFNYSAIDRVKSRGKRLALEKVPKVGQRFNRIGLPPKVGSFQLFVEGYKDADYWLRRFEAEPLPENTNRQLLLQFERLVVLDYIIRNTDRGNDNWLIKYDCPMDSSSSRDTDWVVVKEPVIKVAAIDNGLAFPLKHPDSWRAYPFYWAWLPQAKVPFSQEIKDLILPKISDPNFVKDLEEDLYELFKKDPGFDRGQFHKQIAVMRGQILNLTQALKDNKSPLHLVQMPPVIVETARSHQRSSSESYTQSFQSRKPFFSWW
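Compounds are screened against recombinant PI4K2A using PI as substrate and ATP, the latter dispensed at 300 microM. Reactions run one hour at ambient temperature before ADP-Glo detection; full inhibition defined by wells lacking enzyme.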
Numbers without * were called inactive; ? = inconclusive; / = not tested or not shown; & = joins results of further samples; [ ] = another dose, or the depositor's remark. Unless noted, the call rests on the fitted dose curve; in most records, active means well fitted inhibition curve with a large enough effect; inconclusive means small, poorly fitted or top-dose-only effect; inactive means no such curve, though single readings can be large or run the other way.

SMILES | IDH1 R132H inh | D2 ag | TrxR1 inh | TRHR agonist | TRHR PAM | TrxR1 substrate | D2 antag | USP1-UAF1 inh | PI4K2A block
CCN(CC(=O)NC1CCS(=O)(=O)C1)C(=O)/C=C/c1cccs1 (centres undefined) | -4% | 2.0 | 15% | 0.6 | 19 | -9% | 12 | -4% | 1
O=C1NC(c2ccccc2)C(C(=O)c2cccs2)=C1O (centres undefined) | 7% | 1.7 | 1%[57.1 µM] | -0.1 | -5 | -4%[57.1 µM] | 4 | -5% | -4
O=C1NC(=O)C(c2ccccc2)(c2ccc(O)cc2)N1 (centres undefined) | -8% | -0.1 | 9% | 0.6 | 0 | -1% | -10 | -21% | 0
CCC(C)n1c(-c2cc(OC)c(OC)c(OC)c2)nc2nc3ccccc3nc21 (centres undefined) | / | 0.8 | / | 2.5 | -10 | / | 0 | / | /
CC(OC(=O)C1CC(=O)N(Cc2ccco2)C1)C(=O)Nc1ccc(F)cc1Cl (centres undefined) | -8% | -0.1 | 2% | 0.2 | 1 | 1% | -23 | -6% | -2
COc1ccc(-c2cc(C(F)(F)F)n3ncc(C(=O)NCc4ccco4)c3n2)cc1 | 1% | 0.1 | -3%[57.1 µM] | 0.3 | -3 | 9%[57.1 µM] | 1 | -6% | -1
CN1CCN(c2ccc(S(=O)(=O)N3CCCCC3)cc2NC(=O)c2ccc3ccccc3c2)CC1 | 2% | / | -2% | 1.5 | 9 | -9% | / | -8% | 2
Cc1ccc(CN(C(=O)c2csnn2)C(C(=O)NC2CCCC2)c2cccnc2)cc1 (centres undefined) | 7% | -0.9 | 13%[57.1 µM] | -0.2 | -1 | 5%[57.1 µM] | 0 | -9% | -1
O=C(OCn1nnc2ccccc2c1=O)C1CCCCC1 | 3% | -0.1 | -6% | -0.4 | 4 | -1% | -7 | -10% | -5
Cc1ccc([N+](=O)[O-])cc1NC(=O)CN(C)CCOc1ccccc1 | 1% | -0.1 | 15% | -2.1 | -5 | 3% | 26 | -18% | -8
CC(C)c1ccc(S(=O)(=O)Nc2ccc(O)c(Sc3nc4ccccc4s3)c2)cc1 | ? | -1.1 | -13% | -0.5 | 4 | -1% | / | -18% | 5
COc1cccc(-n2c(-c3cccc(F)c3)nc3c(cnn3-c3ccc(C)cc3)c2=O)c1 | -7% | -0.6 | 13% | 1.8 | -6 | 10% | / | -12% | 1
CC(NCc1cccs1)C(=O)Nc1cc(Cl)cc(Cl)c1 (centres undefined) | 18% | -0.9 | 6% | -0.6 | -1 | -4% | 22 | 1% | 2
O=C(COc1ccccc1)N1CCN(c2ccccc2)CC1 | 17% | 1.1 | 21%[57.1 µM] | -0.6 | -2 | 6%[57.1 µM] | 30* | -6% | 9
N#C/C=C1/NC(=O)c2ccccc2S1 | 1% | 1.8 | 20% | 5.9 | -4 | 1% | 3 | -7% | -7
COC(=O)c1c(N)c(C#N)c2n1CCCCC2 | 9% | 0.7 | 22% | 1.7 | 4 | 4% | -4 | -12% | 5
O=C(NCCc1ccccc1)C1CCN(S(=O)(=O)c2cccc3nonc23)CC1 | 0% | -0.6 | 12%[57.1 µM] | -0.4 | -12 | 6%[57.1 µM] | -12 | -19% | -3
Cc1c(Cl)cccc1NC(=S)NC(=O)c1cncc(Br)c1 | 10% | / | 4%[11.4 µM] | / | / | 9%[11.4 µM] | / | -7% | -4
CCC1CN(C(=O)N2CCC(C(=O)N3CCN(c4ccccc4F)CC3)CC2)c2ccccc2O1 (centres undefined) | 23% | -1.7 | -3% | 0.0 | -2 | -6% | / | -26% | 2
CCOC(=O)N1CCN(C(=O)Nc2ccc(Cl)cc2)CC1 | 10% | 0.1 | 0% | -0.3 | -1 | -2% | -3 | -17% | 2
COC(=O)c1ccc2c(=O)n(NC(=O)C(c3ccccc3)c3ccccc3)c(=S)[nH]c2c1 | -8% | -1.3 | 24% | -0.7 | 1 | -6% | -9 | 3% | -6
CCOc1ccc(/C=N/NS(=O)(=O)c2ccc(C)cc2)cc1OC | -8% | 0.1 | 9% | -1.2 | 0 | -5% | -21 | -7% | 1
Cc1nnc(SCC(=O)N2CC(=O)Nc3ccccc32)s1 | -3% | 0.2 | 13%[57.1 µM] | 1.1 | -2 | 9%[57.1 µM] | 23 | -10% | -2
O=C(/C=C/c1ccccc1)NCCN1CCOCC1 | -1% | 0.0 | -1% | -0.8 | 12 | -12% | 4 | -1% | -2
COc1ccc(-n2ncc3c2CC(C)(C)CC3NC(=O)C2CCN(C(C)=O)CC2)cc1 (centres undefined) | 6% | 1.2 | 10% | 0.1 | 1 | 3% | 9 | -19% | -2
CCOC(=O)CC(NS(=O)(=O)c1ccc(NC(C)=O)cc1)c1ccc(OCC)cc1 (centres undefined) | -3% | 0.5 | 4%[57.1 µM] | 0.6 | -5 | -11% | -3 | -2% | 1
O=C(CCN1CCOCC1)Nc1ccccc1 | 4% | 0.4 | 15% | 0.7 | 1 | 8% | -9 | -6% | 6
CC1CC(C)CN(S(=O)(=O)c2ccc3c(c2)CCN3C(=O)C2CC2)C1 (centres undefined) | 7% | 1.9 | 26%[57.1 µM] | -0.4 | -5 | -1%[57.1 µM] | 1 | -6% | 7
OCc1nc2ccc(Cl)cc2[nH]1 | 5% | 4.3 | 10%&16% | 0.6 | 2 | 5%&8% | 12 | -18% | 4
COc1cccc(C(=O)Nc2nnc(-c3ccccc3)s2)c1OC | 15% | 0.2 | 3%[57.1 µM] | 0.1 | 2 | 19%[57.1 µM] | -21 | -23% | -5
N/C(Cc1ccc([N+](=O)[O-])cc1)=N\OC(=O)COc1cccc2ccccc12 | 3% | 0.2 | 9% | 2.1 | -2 | -1% | -27 | -23% | 0
COc1ccc(Cc2nnc(NC(=O)C3CCCO3)s2)cc1 (centres undefined) | -10% | 0.6 | 9% | -1.6 | 21 | 3% | -9 | -19% | -3
O=C(CSc1n[nH]c(-c2ccncc2)n1)c1ccccc1 | 2% | 0.1 | 14% | 0.3 | -5 | -6% | -11 | -30% | 0
CC1CCN(c2ccc3c(c2)S(=O)(=O)c2cccc(C(=O)NCc4cccc(F)c4)c2C3=O)CC1 | -8% | 17 | 5%[57.1 µM] | 53* | -1 | 2%[57.1 µM] | 23 | ? | 2
COc1cc(C(=O)N/N=C(\C)Cc2ccccc2)cc(OC)c1OC | -1% | / | 15%[57.1 µM] | 0.2 | -2 | 11%[57.1 µM] | / | -11% | 1
Cc1ccc(C)c(SCC(=O)Nc2cccnc2Cl)c1 | 0% | -9.5 | 36%[activator] | -1.2 | -1 | 5% | -10 | -26% | -3
Cc1ccc2c(c1)C(c1ccccc1)N(C(=O)c1c(F)cccc1Cl)CC(=O)N2 (centres undefined) | 1% | 0.3 | 22% | -1.2 | 0 | -2% | 10 | -1% | -3
COCCCNC(=O)c1c(N)n(/N=C/c2cccnc2)c2nc3ccccc3nc12 | 3% | 0.1 | ? | 0.2 | 0 | 21% | -21 | -15% | -2
O=C(COC(=O)C1CCN(c2ccc(C(F)(F)F)cn2)CC1)c1ccc(F)cc1 | 10% | -0.2 | 7% | -0.3 | 3 | -7% | -21 | -8% | 0
O=C(Nc1ccc(NC(=O)C2CC2)nc1)c1ccccn1 | 6% | 0.3 | 6% | 1.0 | -9 | 4% | -24 | -5% | -14

Full records as entered above. Order of screens: IDH1 R132H inh	D2 ag	TrxR1 inh	TRHR agonist	TRHR PAM	TrxR1 substrate	D2 antag	USP1-UAF1 inh	PI4K2A block
Cc1nnc(SCC(=O)N2CC(=O)Nc3ccccc32)s1 is listed as -3%	0.2	13%[57.1 µM]	1.1	-2	9%[57.1 µM]	23	-10%	-2
COC(=O)c1ccc2c(=O)n(NC(=O)C(c3ccccc3)c3ccccc3)c(=S)[nH]c2c1 is listed as -8%	-1.3	24%	-0.7	1	-6%	-9	3%	-6
COCCCNC(=O)c1c(N)n(/N=C/c2cccnc2)c2nc3ccccc3nc12 is listed as 3%	0.1	?	0.2	0	21%	-21	-15%	-2
O=C(CCN1CCOCC1)Nc1ccccc1 is listed as 4%	0.4	15%	0.7	1	8%	-9	-6%	6
Cc1ccc(C)c(SCC(=O)Nc2cccnc2Cl)c1 is listed as 0%	-9.5	36%[activator]	-1.2	-1	5%	-10	-26%	-3

Following part
SMILES | IDH1 R132H inh | D2 ag | TrxR1 inh | TRHR agonist | TRHR PAM | TrxR1 substrate | D2 antag | USP1-UAF1 inh | PI4K2A block
Cc1cc(OC(F)F)ccc1NC(=S)NCCc1ccccc1 | 4% | -0.6 | -10% | -0.3 | 1 | -3% | -2 | -17% | 3
CCOC(=O)Cc1csc(NC(=O)CSc2nnc(-c3ccc(F)cc3)o2)n1 | 1% | -0.3 | 14% | 0.4 | -4 | 5% | 5 | -8% | -2
C[C@H](CO)N1C[C@H](C)[C@@H](CN(C)S(=O)(=O)c2ccccc2)Oc2ccc(NC(=O)C3CCCCC3)cc2C1=O | -4% | / | -15%[57.1 µM] | / | / | -1%[57.1 µM] | / | -12% | -1
O=C(CN1CCCCC1)Nc1ccc(N2CCCCCC2)cc1 | 3% | 1.1 | -19% | 0.6 | 0 | -13% | 8 | -18% | 3
COC(=O)c1cccc(NC(=O)Cc2nc(-c3ccccc3)sc2-c2ccc(C)cc2)c1 | 3% | 0.8 | -5% | 1.2 | 12 | -11% | 3 | -11% | -2
COc1ccc(NC(=O)c2ccccn2)cc1 | 3% | 0.9 | 9%[57.1 µM] | 0.0 | 6 | 2%[57.1 µM] | -2 | -6% | -20
COc1ccc(CNC(=O)N2CCc3ccccc3C2)cc1 | 0% | -1.2 | 8% | -0.9 | 6 | 0% | 34* | -12% | 1
COc1cc(NS(=O)(=O)c2cc(C(=O)N3CCN(C(C)=O)CC3)ccc2OC)cc(OC)c1 | -7% | -0.4 | 2%[57.1 µM] | -1.7 | 26 | 1%[57.1 µM] | -28 | -23% | 1
COc1ccc(S(=O)(=O)Nc2nccs2)cc1OC | 11% | / | 28% | 0.6 | -5 | 1% | / | -13% | 5
